Screening results from PubChem BioAssay.
H1N1 NS1A inhibition: H1N1 influenza NS1A inhibitors, functional cell based assay (AID 504329); inhibition, % at 12.5 µM, or IC50 in µM where a hit was titrated; 340,000 tested, 0.3% active; NS1A functional cell-based assay, percent inhibition; higher % means a stronger effect; in the data active means a potency from the dose series; inconclusive means inhibition above about 27% without an active follow-up result; further: strong numbers were not always called active
inhibitors of VEEV: inhibitors of VEEV TC-83 cytopathic effect, confirmation, Vero cells (AID 588727) | Vero cells, VEEV TC-83 cytopathic effect inhibition; higher % means a stronger effect | inhibition, % at 20 µM; hits with a dose series show IC50 in µM | 350,000 tested, 0.13% active; in the data active means a potency from the dose series; inconclusive means inhibition mostly from about 14% at the one dose, without a potency; inactive means the rest, 99 in 100 with inhibition below about 12%; further: strong numbers were not always called active
H37Rv inhibition: M. tuberculosis growth inhibition, HTS (AID 449762). M. tuberculosis H37Rv growth inhibition, 7H9 media; higher % means a stronger effect. inhibition, % at 25 µM; hits with a dose series show IC50 in µM. 330,000 tested, 0.59% active; in the data active means a potency from the dose series; inconclusive means inhibition above about 70% without an active follow-up result;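 further: bacterial growth assessed after seven days of incubation; strong numbers were not always called active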
PhoP GFP inhibition: PhoP regulon inhibitors, Salmonella typhi PhoP promoter GFP reporter, confirmatory (AID 1850). inhibition, % at 50 µM, or IC50 in µM where a hit was titrated. 310,000 tested, 0.33% active. Salmonella Typhi PhoP-promoter GFP reporter, fluorescence, 4 h; higher % means a stronger effect; in the data active means a potency from the dose series; inconclusive means inhibition mostly from about 25% at the one dose, without a potency; inactive means the rest, 99 in 100 with inhibition below about 19%;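 further: 0% = induced wells with vehicle and 100% = uninduced wells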
M. tuberculosis: growth inhibition of non-replicating M. tuberculosis (AID 488890) | one-dose inhibition, % at 25 µM; IC50 in µM for titrated hits | 320,000 tested, 0.39% active | Mycobacterium tuberculosis non-replicating, growth inhibition; higher % means a stronger effect; in the data active means a potency from the dose series; inconclusive means inhibition mostly from about 82% at the one dose, without a potency; inactive means the rest, 99 in 100 with inhibition below about 76%;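 further: plate controls were DMSO cells for no effect and high antibiotic wells for full effect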
inhibitors of VEEV 10K pilot screen: recorded beside inhibitors of VEEV, whose call it bears; inhibition, %; measured here: 10K pilot screen inhibition
* hit, by the source's call; i = inactive; ? = inconclusive; nt = not tested or not shown.

SMILES	H1N1 NS1A inhibition	inhibitors of VEEV	H37Rv inhibition	PhoP GFP inhibition	M. tuberculosis	others
COc1cnn(-c2ccccc2)c(=O)c1SCc1ccc(Cl)cc1Cl	2%	5.0%	-6%	-3%	59%
O=C(N/C(=C/c1ccco1)C(=O)N1CCCCCC1)c1cccs1	-31%	i	-11%	-9%	0%	inhibitors of VEEV 10K pilot screen=1.1
COc1cccc(-c2cn3nc(C)c(C)nc3n2)c1	4%	1.1%	-4%	-6%	5%	inhibitors of VEEV 10K pilot screen=2.9
CCOC(=O)CC1C(=O)NCCN1C(=O)c1cc2c(=O)n3cccc(C)c3nc2s1 (stereo not given)	6%	0.4%	-15%	2%	-12%	inhibitors of VEEV 10K pilot screen=2.5
Cc1nn(Cc2ccc(Cl)cc2Cl)c(Cl)c1/C=N/NC(=O)CNc1cccc(C(F)(F)F)c1	nt	nt	6%	2%	12%
O=C(CS(=O)(=O)c1ccccc1)Nc1nnc(C(F)(F)F)s1	12%	2.0%	57%	11%	-4%
NC(=O)c1c(NC(=O)C(=O)N2CCOCC2)sc2c1CCCC2	-2%	0.9%	-2%	4%	5%
Cc1cc(C(C)(C)C)ccc1OCCOCCN1CCCC1	-2%	2.8%	-7%	-10%	9%
COc1ccc(NC(=O)/C=C/c2ccccc2[N+](=O)[O-])c(OC)c1	6%	2.4%	10%	-8%	45%
CN(CC(=O)NCCCn1ccnc1)S(=O)(=O)c1ccc(Cl)cc1	1%	0.5%	-3%	nt	-3%
NS(=O)(=O)c1ccc(CNC(=O)c2ccc3c(c2)OCO3)cc1	-9%	2.5%	3%	nt	nt
COc1cc(C)nc(N2CCCC(C(=O)Nc3cc(Cl)ccc3OC)C2)n1 (stereo not given)	-14%	6.4%	-3%	-7%	-9%
Cc1c(Cl)ccc2c(C(=O)Nc3cc(C(C)(C)C)on3)cc(-c3ccccn3)nc12	-6%	6.8%	9%	-4%	4%
COc1ccc(C2C(C(C)=O)=C(O)C(=O)N2c2ccc(C)cc2)cc1 (stereo not given)	-17%	i	-10%	-17%	18%
COc1ccc(NC(=O)CN2CC(c3ccccc3)CC2=O)cc1OC (stereo not given)	0%	i	-5%	-9%	12%
COc1ccccc1N1CCN(CCCNc2c(C)c(=O)n(C)c(=O)n2C)CC1	-2%	0.7%	5%	13%	16%
C=CCn1c(Sc2nncn2C)nc2c1c(=O)[nH]c(=O)n2C	3%	1.3%	-8%	2%	0%	inhibitors of VEEV 10K pilot screen=0.8
COc1ccc(NC(=S)NNC(=O)C2CC2c2ccc(C)cc2)cc1 (stereo not given)	-1%	1.6%	-3%	-4%	-4%
Fc1cccc(-c2n[nH]c(=S)n2-c2ccccc2)c1	-6%	0.1%	-9%	5%	-24%
CC(C)CNC(=O)c1ccc(NC(=O)c2cccs2)cc1	-1%	1.1%	0%	4%	-10%
NC(=O)C1CCN(C(=O)C2CCC(=O)N(CC3CCCCC3)C2)CC1 (stereo not given)	0%	0.0%	2%	6%	-10%
CCn1cc(C(=O)Nc2cccc(C(=O)OC)c2)c(=O)c2ccc(C)nc21	-4%	2.4%	-5%	-7%	2%
O=C(NCCN1CCOCC1)c1cc(S(=O)(=O)NCCCN2CCCC2=O)ccc1Cl	-3%	4.8%	-3%	6%	-6%
O=C(NC1CCCCCC1)C1CC(=O)N(c2ccc(Cl)cc2)C1 (stereo not given)	4%	2.7%	0%	10%	4%
CN(C(=O)CSC1=Nc2ccccc2C2=NC(c3ccccc3)C(=O)N12)C1CCCCC1 (stereo not given)	3%	7.7%	-6%	-1%	35%
Cc1onc(-c2ccccc2)c1C(=O)NC(=S)NNC(=O)c1ccncc1	-4%	1.8%	?	2%	70%
CN(C(=O)c1ccccc1OC1CCN(S(C)(=O)=O)CC1)C1CCOC1 (stereo not given)	-5%	i	-1%	-1%	5%
O=C1CC(N2CCCc3ccccc32)C(=O)N1c1ccccc1Cl (stereo not given)	1%	0.2%	-4%	-8%	17%
COc1ccc(C(=O)C(O)C(c2ccc(C)cc2)N2CCOCC2)cc1OC (stereo not given)	-20%	i	6%	3%	2%
CC(C)c1ccc(S(=O)(=O)c2cnc(=S)[nH]c2N)cc1	-24%	0.6%	-6%	-22%	-7%

Ordered by SMILES length (largest number first): part of the list above
SMILES	H1N1 NS1A inhibition	inhibitors of VEEV	H37Rv inhibition	PhoP GFP inhibition	M. tuberculosis	others
Cc1nn(Cc2ccc(Cl)cc2Cl)c(Cl)c1/C=N/NC(=O)CNc1cccc(C(F)(F)F)c1	nt	nt	6%	2%	12%
Cc1c(Cl)ccc2c(C(=O)Nc3cc(C(C)(C)C)on3)cc(-c3ccccn3)nc12	-6%	6.8%	9%	-4%	4%
CN(C(=O)CSC1=Nc2ccccc2C2=NC(c3ccccc3)C(=O)N12)C1CCCCC1 (stereo not given)	3%	7.7%	-6%	-1%	35%
CCOC(=O)CC1C(=O)NCCN1C(=O)c1cc2c(=O)n3cccc(C)c3nc2s1 (stereo not given)	6%	0.4%	-15%	2%	-12%	inhibitors of VEEV 10K pilot screen=2.5
O=C(NCCN1CCOCC1)c1cc(S(=O)(=O)NCCCN2CCCC2=O)ccc1Cl	-3%	4.8%	-3%	6%	-6%
CCn1cc(C(=O)Nc2cccc(C(=O)OC)c2)c(=O)c2ccc(C)nc21	-4%	2.4%	-5%	-7%	2%
COc1ccc(NC(=O)/C=C/c2ccccc2[N+](=O)[O-])c(OC)c1	6%	2.4%	10%	-8%	45%
COc1ccc(C2C(C(C)=O)=C(O)C(=O)N2c2ccc(C)cc2)cc1 (stereo not given)	-17%	i	-10%	-17%	18%
COc1cc(C)nc(N2CCCC(C(=O)Nc3cc(Cl)ccc3OC)C2)n1 (stereo not given)	-14%	6.4%	-3%	-7%	-9%
NC(=O)C1CCN(C(=O)C2CCC(=O)N(CC3CCCCC3)C2)CC1 (stereo not given)	0%	0.0%	2%	6%	-10%
NS(=O)(=O)c1ccc(CNC(=O)c2ccc3c(c2)OCO3)cc1	-9%	2.5%	3%	nt	nt
O=C(CS(=O)(=O)c1ccccc1)Nc1nnc(C(F)(F)F)s1	12%	2.0%	57%	11%	-4%
NC(=O)c1c(NC(=O)C(=O)N2CCOCC2)sc2c1CCCC2	-2%	0.9%	-2%	4%	5%
O=C1CC(N2CCCc3ccccc32)C(=O)N1c1ccccc1Cl (stereo not given)	1%	0.2%	-4%	-8%	17%
Fc1cccc(-c2n[nH]c(=S)n2-c2ccccc2)c1	-6%	0.1%	-9%	5%	-24%
COc1cccc(-c2cn3nc(C)c(C)nc3n2)c1	4%	1.1%	-4%	-6%	5%	inhibitors of VEEV 10K pilot screen=2.9

The listing continues.
SMILES	H1N1 NS1A inhibition	inhibitors of VEEV	H37Rv inhibition	PhoP GFP inhibition	M. tuberculosis	others
O=c1cc(N2CCCCC2)c(-c2ccccc2)n[nH]1	-10%	1.1%	-1%	2%	-8%
CN1CCN(C(=O)CSc2ccc(Cl)cc2)CC1	-4%	1.0%	-3%	29%	2%
CC1CCCCN1c1nnc(NC(=O)Cn2c(=O)oc3ccccc32)s1 (stereo not given)	27%	0.3%	-4%	-16%	2%
COc1ccc(OC)c(/C=C/C(=O)N2CCN(S(=O)(=O)c3cc(C)ccc3C)CC2)c1	-8%	8.0%	16%	nt	-8%
CCOc1ccccc1-c1nc(-c2cc3ccccc3nc2OC)no1	-5%	6.8%	3%	4%	0%
O=C(COc1ccc(F)cc1Cl)Nc1cccc(S(=O)(=O)N2CCCCCC2)c1	6%	5.7%	-5%	nt	-15%
O=C(CCN1C(=O)c2ccccc2S1(=O)=O)Nc1ccccc1O	-5%	0.1%	10%	7%	3%
COc1ccc2nc(NC(=O)CN3CCOCC3)sc2c1	12%	1.0%	-10%	1%	nt
COc1ccc(/C(O)=C2/C(=O)C(=O)N(CCN3CCOCC3)C2c2ccccn2)cc1 (stereo not given)	10%	1.7%	-9%	-2%	-24%
CCCCN(C(=O)c1ccc(S(=O)(=O)N2CCC(C)CC2)cc1)C1CCS(=O)(=O)C1 (stereo not given)	-4%	4.8%	3%	-1%	9%
O=C(c1cc2ccccc2s1)N1CCN(c2ccccn2)CC1	10%	9.9%	7%	-9%	15%
C/C=C(/C)C(=O)O[C@H]1[C@@H](O)c2c(ccc3ccc(=O)oc23)OC1(C)C	-3%	0.1%	1%	-3%	20%
Oc1ccccc1-c1nc(NC2CCCC2)c2ccccc2n1	-10%	3.8%	8%	-4%	0%
O=C(NC1CCCC1)c1cccc(Cn2cc([N+](=O)[O-])cn2)c1	-8%	0.1%	-7%	-6%	-4%
Cc1nc(C(C)NC(=O)CCc2nnc(-c3ccsc3)o2)cs1 (stereo not given)	-4%	0.8%	1%	6%	7%
COc1ccccc1NS(=O)(=O)c1cc(NC(=O)C(C)(C)C)ccc1N1CCOCC1	-7%	7.7%	-3%	8%	-9%
O=C(CCNC(=O)c1ccccc1Cl)Nc1nc(-c2ccc3ccccc3c2)cs1	-11%	i	4%	4%	36%	inhibitors of VEEV 10K pilot screen=1.8
CCOC(=O)C1=C(C)N=c2s/c(=C/c3cccc([N+](=O)[O-])c3O)c(=O)n2C1c1ccccc1 (stereo not given)	22µM*	1.8%	15%	1%	52%
NC(=O)[C@@H]1CC2(CC(c3cccc(NC(=O)CC(c4ccccc4)c4ccccc4)c3)=NO2)CN1C(=O)COc1ccc(Cl)cc1 (stereo not given in full)	7%	2.9%	?	14%	76%
CCOC(=O)N1CCC(Nc2nc3ccccc3n3nnnc23)CC1	1%	8.4%	-11%	-3%	-8%
COC(=O)c1sc2ccccc2c1NC(=O)c1ccc(S(=O)(=O)N2CCC(C)CC2)cc1	12%	6.6%	13%	-5%	-14%
COc1ccccc1C(=O)Nc1ccccc1SC	3%	1.2%	38%	-8%	37%
CCOc1ccc(/C=C2\SC(=S)N(CCC(=O)Nc3ccccc3C(=O)O)C2=O)cc1	-19%	1.9%	19%	8%	42%
COc1cc(/C=C/C(=O)O)cc(S(=O)(=O)N2CCCc3ccccc32)c1OC	5%	0.1%	5%	7%	-3%
CCOc1ccc(-n2nc3cc(C)c(N)cc3n2)cc1	-14%	4.5%	13%	5%	1%
CCn1c(=O)n(CC(=O)NCC2CCCO2)c(=O)c2c3c(sc21)CCCC3 (stereo not given)	-2%	2.6%	7%	4%	-2%
Cc1ccc2[nH]cc(CCNC(=O)/C=C/c3ccco3)c2c1	6%	5.1%	-5%	1%	26%
NC(=O)COC(=O)c1cccc(S(=O)(=O)N2CCCc3ccccc32)c1	-8%	i	6%	-18%	17%
Cc1cc(C(=O)CCC(=O)NCC2COc3ccccc3O2)c(C)s1 (stereo not given)	-1%	1.8%	-11%	4%	7%
Cc1c(C(=O)OCC(=O)N(C)c2ccccc2)oc2ccccc12	-5%	8.4%	3%	-8%	54%
Cc1nn(C(C)C(=O)NCCCN(Cc2ccccc2)C(C)C)c(=O)c2c1sc1ccccc12 (stereo not given)	-6%	i	-3%	-7%	28%
CCN(CC)C(=O)[C@H]1CC(CC(=O)NCCc2ccccn2)C(=O)N2CCc3c([nH]c4ccccc34)[C@]12C (stereo not given in full)	-12%	0.8%	8%	nt	0%
Cc1nnc(Cn2cnc3c2c(=O)n(C)c(=O)n3C)o1	8%	2.2%	2%	6%	7%

Not a hit list. Share with any hit: about 1.5%.
